T cell modulator: modulates CD8 T cell binding to vesicles | 2C CD8+ T cell-vesicle binding, flow cytometry; stronger effect = lower value | calls only at 7 µM | 330,000 compounds, 0.068% hits;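 active means response, share of CD8 T cells binding vesicles, and their 90th percentile fluorescence all below set limits, cut at about 80% in these data, passing the limit was not always enough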
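Benchmarks: naked versus QL9-loaded vesicles / Assay system: purified 2C TCR transgenic mouse naive CD8+ T cells / Technique: high-throughput flow cytometry with anti-B7-1 and anti-CD8 staining / Timing: Cell–vesicle co-incubation 1.5 h at 37 °C, staining 20 min on ice / Read-out: percent CD8+ FL2 mean versus row control / Probe or stimulus: QL9-loaded Drosophila micro-vesicles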
NOD1 inhibition: inhibition of NOD1-driven NF-kB reporter – cell-based, luminescence, uHTS, primary screen (AID 1578); NOD1-driven NF-kB luciferase reporter cells, luminescence; higher % means a stronger effect; one-dose inhibition, % at 4 µM; EC50 in µM for titrated hits; 290,000 compounds, 1% hits; in the data active means inhibition mostly above about 36%, no sharp cut-off; inactive means mostly below about 34%;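 further: HEK-293T reporter cells stimulated with the NOD1 agonist gamma-tri-DAP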
HEK293 NOD2/NF-kB: NOD2 signaling inhibitors, cell-based, luminescence, uHTS, HEK293 (AID 1566); HEK293 NOD2/NF-kB luciferase reporter, luminescence; higher % means a stronger effect; inhibition, % at 4 µM; hits with a dose series show EC50 in µM; 290,000 compounds, 0.63% hits; further: many of its hits are not listed in these tables
Myeloid diff MLP: promotes myeloid progenitor differentiation. ER-HoxA9 myeloid progenitors, lysozyme-GFP differentiation, flow cytometry. calls only at 10 µM. 360,000 compounds, 1% hits;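 active means normalized GFP-positive differentiation at or above the plate's own cutoff, the solvent-only control mean plus 3 SD; inconclusive means no clear call, values can overlap the other calls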;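 further: cells exposed to compound for four days before flow analysis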
KOR beta-arrestin-1: KOR antagonists, beta-arrestin recruitment, cell-based, luminescence, uHTS (AID 1778) | KOR beta-arrestin recruitment, luminescence, antagonist mode; higher % means a stronger effect | inhibition, % at 10 µM, or IC50 in µM where a hit was titrated | 290,000 compounds, 0.091% hits; further: strong numbers were not always called active
GPR55 antagonists: GPR55 antagonists blocking LPI-driven arrestin recruitment, primary screen, imaging, U2OS, beta-arrestin-GFP, LPI agonist (AID 2013); U2OS GPR55 beta-arrestin-GFP translocation imaging, LPI antagonism; higher % means a stronger effect; inhibition, % at 10 µM, or IC50 in µM where a hit was titrated; 290,000 compounds, 0.13% hits;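 active means spots per cell inhibited over 60%, with over 100 cells counted and total cytoplasm intensity under 500,000; inconclusive means wells with under 100 cells, flagged as likely toxic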;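 further: U2OS cells stably carrying GPR55 and arrestin-GFP stimulated by 5 µM LPI near EC80; imaged beta-arrestin-GFP aggregate spots per cell after agonist stimulation; plate controls were LPI-stimulated DMSO wells for no effect and DMSO wells without LPI for full effect; some results filed as inactive read as strong as hits; confirmed hits need IC50 under 10 µM and bright autofluorescent wells are also inconclusive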
KOR beta-arrestin-2: KOR agonists, beta-arrestin recruitment, primary screen, cell-based, luminescence, uHTS (AID 1777) | KOR beta-arrestin recruitment, luminescence; higher % means a stronger effect | activation, % at 10 µM, or EC50 in µM where a hit was titrated | 280,000 compounds, 0.02% hits; in the data active means activation above about 50%, passing the limit was not always enough; further: a part of the inactive calls stands beside numbers as strong as those of hits
GPR55 activation: selective activators of receptor GPR55 – imaging, U2OS cells, beta-arrestin-GFP redistribution, primary screen (AID 1961); activation, % at 10 µM; hits with a dose series show EC50 in µM; 290,000 compounds, 0.048% hits; U2OS GPR55 beta-arrestin-GFP redistribution imaging; higher % means a stronger effect;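 active means activation above 40% with more than 50 cells counted in the well; inconclusive means wells holding fewer than 50 cells, flagged as toxic or sparse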;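 further: U2OS osteosarcoma cells stably expressing GPR55 and beta-arrestin-GFP; plate controls were DMSO negative control for no effect and LPI positive control for full effect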
NTR1 agonist: agonists of NTR1, primary screen, imaging, U2OS cells, beta-arrestin-GFP, high content (AID 493036). NTR1-U2OS beta-arrestin-GFP spot imaging, agonist mode. 330,000 compounds, 0.17% hits. activation, % at 20 µM. P30989;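 active means activation at or above 40% of the spot to cytoplasm intensity ratio, with at least 20 cells analyzed; inconclusive means wells under 20 cells, flagged as cytotoxic or low count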;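 further: 0% = DMSO without peptide and 100% = 100 nM NTR1 peptide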
Target sequence (P30989 whole entry, looked up): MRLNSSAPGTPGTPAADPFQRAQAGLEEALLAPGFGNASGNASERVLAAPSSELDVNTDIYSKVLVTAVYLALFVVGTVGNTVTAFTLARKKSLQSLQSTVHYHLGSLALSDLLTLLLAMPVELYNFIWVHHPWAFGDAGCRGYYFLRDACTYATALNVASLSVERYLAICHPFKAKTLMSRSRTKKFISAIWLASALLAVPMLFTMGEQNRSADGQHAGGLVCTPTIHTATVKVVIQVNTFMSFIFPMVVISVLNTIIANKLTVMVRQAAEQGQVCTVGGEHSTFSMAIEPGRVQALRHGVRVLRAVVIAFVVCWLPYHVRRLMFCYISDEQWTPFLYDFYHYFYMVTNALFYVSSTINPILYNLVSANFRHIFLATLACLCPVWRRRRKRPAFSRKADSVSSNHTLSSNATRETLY
T cell modulator vesicle-bound %: further read-out of T cell modulator, marked with its call; double positive events, %; measured here: CD8+ vesicle-bound cell fraction;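 binding gate set so that unloaded-vesicle control wells show 10% double positive cells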
NTR1 agonist cell count 20 µM: also measured in NTR1 agonist; calls as there; cell count; measured here: cell count, cytotoxicity flag
Myeloid diff MLP GFP+ MAC1+ %: recorded beside Myeloid diff MLP, whose call it bears; GFP+ MAC1+ double positive, %; measured here: differentiation confirmed by MAC1 staining
* hit, by the source's call; i = inactive; ? = inconclusive; . = not tested or not shown; [ ] = dose if it differs, or a comment. Unless noted, no stated cut-off is given here; in the data, active means inhibition above about 50%; inactive means the rest.

SMILES	T cell modulator	T cell modulator vesicle-bound %	NOD1 inhibition	HEK293 NOD2/NF-kB	Myeloid diff MLP	Myeloid diff MLP GFP+ MAC1+ %	KOR beta-arrestin-1	GPR55 antagonists	KOR beta-arrestin-2	GPR55 activation	NTR1 agonist	NTR1 agonist cell count 20 µM
CCOC(=O)C1=C(CSc2nc(-c3ccncc3)ccc2C#N)OC(N)=C(C#N)C1c1cccnc1 (configuration not stated)	i	35.5	21.6%	7.6%	i	0.9	-16.7%	0.0%	-0.1%	-0.2%	1.3	91
Cc1cc(NC(=O)CSc2nnc(C3CC3)n2Cc2ccccc2)no1	i	43.8	-23.0%	-2.2%	i	0.9	-33.9%	-17.3%	-0.7%	0.3%	1.0	38
COCCNC(=O)c1ccccc1NC(=O)CN(c1ccc2c(c1)OCO2)S(C)(=O)=O	i	53.6	-18.0%	0.5%	i	0.5	35.1%	6.3%	-3.8%	-0.3%	-0.7	77
NC(=O)C1(c2ccccc2)CCCN1C(=O)c1ccc(Br)cc1 (configuration not stated)	i	59.9	-21.2%	-9.5%	i	0.2	5.3%	-0.7%	-7.0%	0.5%	-1.2	60
CS(=O)(=O)N(CC(=O)N1CCOCC1)c1ccc2c(c1)OCO2	i	36.7	-10.0%	6.6%	i	0.9	25.3%	-9.9%	-2.2%	-0.1%	-0.4	34
Cc1cccc2cc(C#N)c(NCCNS(=O)(=O)c3ccccc3)nc12	i	33.0	-17.4%	30.5%	i	0.6	-37.5%[20 µM]	0.1%	.	-0.1%	6.6	60
O=c1c(Cc2c(F)cccc2Cl)c(O)ccn1CCc1ccccn1	i	41.0	-49.9%	1.1%	i	0.2	-29.1%	-10.5%	1.4%	-0.1%	-0.3	44
O=C(NC(Cc1ccccc1)C(=O)NC1CC1)OCc1ccccc1 (configuration not stated)	i	26.0	-28.8%	14.0%	i	0.8	-32.8%[20 µM]	13.0%	-3.3%	-0.1%	-0.1	63
O=C(O)c1cccc(NC(=S)N/N=C/c2ccccc2OCc2cccc(Br)c2)c1	.	.	-13.5%	0.9%	i	0.1	-48.3%	-6.1%	-5.4%	-0.5%	.	.
O=C(NCC1CCCO1)C(C(=O)c1ccccc1)n1ccccc1=O (configuration not stated)	i	40.1	-20.3%	-0.3%	i	1.4	-40.6%	-9.2%	0.8%	0.4%	0.2	75
C/C(CC(=O)Nc1ccc(N(C)C)cc1)=N\NC(=O)c1ccc([N+](=O)[O-])cc1	i	28.7	70.4%	-3.8%	i	0.1	4.4%	-25.4%	-2.3%	-0.2%	1.4	35
C/C(=N\NC(=S)NCc1ccccc1)c1ccc(C)o1	i	15.0	-24.4%	-0.4%	i	0.6	-12.0%[20 µM]	-2.3%	1.7%	-0.1%	1.0	50
Fc1cnc(N2CCc3ccccc32)nc1N1CCc2ccccc21	i	36.0	18.1%	11.1%	i	0.6	15.8%	9.1%	2.6%	-0.1%	-2.0	99
CC(=O)N1CCc2cc(S(=O)(=O)NCc3ccc(C)cc3)ccc21	i	23.4	.	.	i	4.4	-16.9%	-12.0%	1.7%	0.0%	-0.1	52
Cc1cc(C)c(S(N)(=O)=O)c(C)c1N(C)S(=O)(=O)c1ccccc1	i	43.5	-23.3%	0.3%	i	0.5	-17.3%	3.3%	-1.5%	-0.1%	2.7	55
CC(C)c1nnc(NC(=O)CCC(=O)NCc2ccccc2Cl)s1	i	51.2	-25.3%	7.5%	i	0.0	-38.5%	13.0%	-7.0%	-0.2%	0.6	51
Nc1nonc1C(=O)NCCNC(=O)c1cccc(Cl)c1	i	11.9	-28.8%	-0.6%	?	.	-10.4%	1.0%	3.4%	-0.2%	-2.8	48
Cc1cc(C(=O)OCC(=O)Nc2ccc(F)cc2)c(C)o1	i	.	-22.5%	-8.6%	i	0.4	-2.8%	0.4%	2.4%	0.0%	0.9	101
CCOC(=O)c1cc2ccc3ccccc3c2s1	i	24.4	-31.8%	-57.4%	i	0.5	5.1%	3.3%	-2.7%	0.7%	3.6	57
COc1cccc(-n2nnc3c(=O)n(C/C=C/c4ccccc4)cnc32)c1	i	46.2	-7.1%	14.9%	i	4.3	13.2%	5.7%	-2.0%	-0.1%	3.2	93

Part of the list above, with two lines to a compound.
The line under a structure holds: T cell modulator | T cell modulator vesicle-bound % | NOD1 inhibition | HEK293 NOD2/NF-kB | Myeloid diff MLP | Myeloid diff MLP GFP+ MAC1+ % | KOR beta-arrestin-1 | GPR55 antagonists | KOR beta-arrestin-2 | GPR55 activation | NTR1 agonist | NTR1 agonist cell count 20 µM
CC(C)c1nnc(NC(=O)CCC(=O)NCc2ccccc2Cl)s1
    i | 51.2 | -25.3% | 7.5% | i | 0.0 | -38.5% | 13.0% | -7.0% | -0.2% | 0.6 | 51
Cc1cc(C(=O)OCC(=O)Nc2ccc(F)cc2)c(C)o1
    i | . | -22.5% | -8.6% | i | 0.4 | -2.8% | 0.4% | 2.4% | 0.0% | 0.9 | 101

Later entries:
SMILES	T cell modulator	T cell modulator vesicle-bound %	NOD1 inhibition	HEK293 NOD2/NF-kB	Myeloid diff MLP	Myeloid diff MLP GFP+ MAC1+ %	KOR beta-arrestin-1	GPR55 antagonists	KOR beta-arrestin-2	GPR55 activation	NTR1 agonist	NTR1 agonist cell count 20 µM
Cc1ccccc1-c1nc(-c2cccnc2)no1	i	51.9	-58.5%	-29.1%	i	0.3	-5.8%	-11.7%	-2.5%	-1.0%	1.3	71
CNC(=S)N/N=C(\C)c1ccccc1	i	57.2	-15.0%	-2.1%	i	0.4	4.1%	-5.2%	-1.5%	0.5%	0.3	42
Cc1occc1C(=O)NNC(=S)NCC(C)C	i	47.0	-2.9%	4.0%	i	1.0	-54.4%	15.1%	3.9%	0.3%	-0.6	44
CCc1ccccc1NC(=S)N(CCc1ccncc1)C(C)C	i	33.3	-16.6%	12.2%	i	0.2	20.4%	7.6%	5.1%	1.0%	0.7	67
CCCC[C@@H]1C[C@H]1[C@@H](NC(=O)c1ccccc1)c1ccccc1C(F)(F)F	.	.	-9.7%	-11.7%	i	0.7	11.7%	5.9%	0.7%	-0.1%	-2.0	78
CCCN(CCC)CCNS(=O)(=O)c1ccc2c(c1)oc(=O)n2C	i	39.8	22.1%	0.3%	i	2.3	-57.6%	-8.9%	-0.6%	0.3%	18.3	100
Cc1c(CN2CCC(n3nccc3NC(=O)c3cccc(F)c3)CC2)cnn1C	i	9.6	-33.0%	0.4%	i	6.0	1.3%	3.0%	1.6%	0.0%	-1.0	50
Nc1nc(N2CCN(c3ccc(F)cc3)CC2)n[nH]1	i	59.7	-36.6%	8.7%	i	0.4	-46.1%[20 µM]	-12.1%	-0.8%	-0.1%	0.6	41
CN1CCN(C(=S)c2cn(CCOc3ccccc3F)c3ccccc23)CC1	i	44.6	-36.5%	-11.1%	i	1.0	-7.8%[20 µM]	2.7%	.	-0.1%	-0.9	73
O=C(Nc1ccccc1)N1C2CCC1CC(O)(c1cccnc1)C2 (configuration not stated)	i	27.6	28.8%	-2.8%	i	1.0	31.6%	9.8%	-0.5%	0.3%	-0.3	50
C[C@@H](NC(=O)[C@@H]1Cc2ccccc2CN1)C(=O)Nc1ccc2c(c1)OCO2	i	52.6	-26.6%	-9.5%	i	2.0	-24.2%[20 µM]	6.1%	-4.9%	0.5%	-0.1	92
COc1ccc(N(CC(=O)NCCC2=CCCCC2)S(C)(=O)=O)cc1	i	8.3	12.2%	-28.9%	i	7.5	8.3%	4.6%	-5.7%	0.0%	1.3	57
Cc1sc(N)nc1-c1ccc2c(c1)OCCO2	i	25.7	-28.1%	-11.9%	i	0.3	4.8%	10.7%	6.3%	-0.1%	-1.4	46
NCc1ccccc1COc1ccccc1	i	18.3	-16.0%	6.4%	i	0.4	-33.3%	-4.6%	2.4%	0.5%	-0.6	29
Fc1ccccc1C1c2cccn2CCN1C(=S)Nc1cccc(Br)c1 (configuration not stated)	i	24.6	11.9%	-5.8%	i	0.3	-6.5%	8.7%	7.1%	0.0%	4.3	52
CCOc1ccc(NC(=O)CCNS(=O)(=O)c2ccc3c(c2)oc(=O)n3C)cc1	i	8.0	-14.8%	-5.7%	i	0.7	14.7%	7.5%	-1.4%	-0.2%	-0.7	57
Cc1c(Cl)cccc1NC(=O)Nc1cnccn1	i	20.0	-6.0%	13.9%	i	0.2	-6.6%	-24.3%	0.5%	0.4%	1.3	38
CC1(C)C2([N+](=O)[O-])CN(CCO)CC1([N+](=O)[O-])CN(CCO)C2	i	16.1	-29.9%	6.4%	i	1.8	-21.7%	-10.5%	-6.1%	0.0%	-0.8	53
Clc1cccc(NC2=NCCC2)c1	i	49.7	-7.6%	-2.5%	i	0.8	18.1%	12.6%	-6.5%	-0.1%	-0.2	42
CCn1c(SCC(=O)Nc2cc(C)on2)nc2c(c1=O)SC(C)C2 (configuration not stated)	i	18.2	-14.0%	-2.4%	i	1.4	27.4%	1.2%	-1.6%	-0.1%	-0.6	48

Compounds above that contain a Cl atom (five):
SMILES	T cell modulator	T cell modulator vesicle-bound %	NOD1 inhibition	HEK293 NOD2/NF-kB	Myeloid diff MLP	Myeloid diff MLP GFP+ MAC1+ %	KOR beta-arrestin-1	GPR55 antagonists	KOR beta-arrestin-2	GPR55 activation	NTR1 agonist	NTR1 agonist cell count 20 µM
O=c1c(Cc2c(F)cccc2Cl)c(O)ccn1CCc1ccccn1	i	41.0	-49.9%	1.1%	i	0.2	-29.1%	-10.5%	1.4%	-0.1%	-0.3	44
CC(C)c1nnc(NC(=O)CCC(=O)NCc2ccccc2Cl)s1	i	51.2	-25.3%	7.5%	i	0.0	-38.5%	13.0%	-7.0%	-0.2%	0.6	51
Nc1nonc1C(=O)NCCNC(=O)c1cccc(Cl)c1	i	11.9	-28.8%	-0.6%	?	.	-10.4%	1.0%	3.4%	-0.2%	-2.8	48
Cc1c(Cl)cccc1NC(=O)Nc1cnccn1	i	20.0	-6.0%	13.9%	i	0.2	-6.6%	-24.3%	0.5%	0.4%	1.3	38
Clc1cccc(NC2=NCCC2)c1	i	49.7	-7.6%	-2.5%	i	0.8	18.1%	12.6%	-6.5%	-0.1%	-0.2	42

Source: PubChem (several laboratories)

These rows are one share of the data. The share of hits here may be higher or lower than overall.
